Xi reactivation – reactivates the inactive X chromosome in mouse fibroblasts; XiGFP mouse fibroblasts, % GFP-positive cells imaging, 3 d; cells co-treated with 5-aza-dC sensitizer; scaled so ellipticine positive control = 100%; activation, % at 7.58 µM; 0.055% of 360,000 active; AID 743238;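 active = mean normalized replicate activation at least 10% and every replicate at or above 10%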;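 also: 0% = median of on-plate neutral control wells and 100% = ellipticine 6 µM median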
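Material: XiGFP fibroblasts, SV40-immortalized; Buffer or medium: DMEM containing 5-aza-dC; Compound dosing: single point; Times: 3 days compound exposure.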
ERAP1 inh – ERAP1 (human) enzyme inhibition | recombinant ERAP1, Leu-AMC fluorescence, 60 min | inhibition, % at 10.7 µM | Q9NZ08 | 0.15% of 340,000 active | AID 652197;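 active = mean replicate inhibition of at least 30%, or all replicates individually reaching that 30% level; inactive = mean below 30% and not every replicate reaching it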;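 also: 0% = neutral control wells and 100% = L-leucinethiol positive control wells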
RAD54 inh – blocks human RAD54 Holliday junction branch migration. Q92698. FAM/BHQ fluorescence. inhibition, % at 10.4 µM. 0.14% of 360,000 active;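 active = mean normalized replicate activity at least 40 and at least half of replicates scoring 40 or more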;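 also: 0% = median of neutral control wells and 100% = median of positive control wells; inhibitors cause a drop in the FAM fluorescence signal; in these data hits start at about 50%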
S100A4 MyoIIA – inhibitors of human S100A4 binding to myosin IIA peptide. S100A4/TAMRA-MyoIIA peptide fluorescence polarization. inhibition, % at 10.7 µM. 0.14% of 360,000 active. AID 652163;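 active = mean inhibition of at least 70% across replicates, with every replicate also reaching that level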
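Test system: S100A4 monomer protein; Medium: HEPES pH 7.2 with CaCl2, KCl, NaCl, DTT, Triton; Probe or stimulus: TAMRA-labelled myosin IIA heavy-chain peptide probe, 5 nM; Doses: one dose per compound; Times: polarization read 5 min after assay mix addition, stable 5–60 min; Benchmarks: neutral control DMSO, positive control TFP.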
esBAF inh – inhibitors of esBAF chromatin remodeling in mouse ES cells; 2% of 350,000 active; reporter increase, % at 12.5 µM; Bmi1-luciferase knock-in reporter, 24 h; 100% = twice the neutral-well signal; in the data active = activation above about 40%;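 also: 0% = median of the plate's neutral control wells and 100% = double that signal; a rise in the Bmi1 reporter signal indicates esBAF inhibition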
ERp5 block – inhibitors of human ERp5 | Q15084 | ERp5 insulin aggregation, absorbance 650 nm, 90 min | inhibition, % at 9.99 µM | 0.05% of 350,000 active | AID 651711;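 active = mean replicate inhibition above about 25%, with every replicate also reaching it, limit read from the data, passing the limit was not always enough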
RAD52 inh – blocks human RAD52 DNA annealing. recombinant RAD52 DNA annealing, FRET fluorescence. inhibition, % at 18.7 µM. P43351. AID 651710. 0.46% of 360,000 active;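 active = every replicate showing at least 50% inhibition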
Target sequence (P43351 whole entry, looked up): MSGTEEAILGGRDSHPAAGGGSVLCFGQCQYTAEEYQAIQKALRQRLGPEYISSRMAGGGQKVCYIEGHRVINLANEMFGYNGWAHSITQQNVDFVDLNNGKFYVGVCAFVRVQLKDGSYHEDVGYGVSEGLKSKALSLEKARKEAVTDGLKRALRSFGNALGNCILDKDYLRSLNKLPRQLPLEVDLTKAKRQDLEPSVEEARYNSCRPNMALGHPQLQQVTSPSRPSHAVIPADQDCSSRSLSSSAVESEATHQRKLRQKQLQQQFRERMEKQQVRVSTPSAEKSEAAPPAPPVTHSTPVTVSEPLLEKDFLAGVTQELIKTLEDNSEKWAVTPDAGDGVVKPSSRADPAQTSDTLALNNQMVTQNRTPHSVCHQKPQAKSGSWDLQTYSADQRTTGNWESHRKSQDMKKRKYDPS
E-selectin induc – induces E-selectin expression in human endothelial cells | P16581 | HUVEC E-selectin immunofluorescence imaging; normalized: neutral wells 0, TNF-alpha wells 100 | activation, % at 7.58 µM | 0.37% of 260,000 active | AID 686992;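 active = mean E-selectin-positive cell signal at least 10% of the positive control, reached in at least 60% of replicates, without over 20% cell loss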;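 also: in these data hits start at about 27%; measured in HUVEC primary endothelial cells; signal is the percent of cells scored E-selectin positive by PE staining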
Target sequence (P16581 whole entry, looked up): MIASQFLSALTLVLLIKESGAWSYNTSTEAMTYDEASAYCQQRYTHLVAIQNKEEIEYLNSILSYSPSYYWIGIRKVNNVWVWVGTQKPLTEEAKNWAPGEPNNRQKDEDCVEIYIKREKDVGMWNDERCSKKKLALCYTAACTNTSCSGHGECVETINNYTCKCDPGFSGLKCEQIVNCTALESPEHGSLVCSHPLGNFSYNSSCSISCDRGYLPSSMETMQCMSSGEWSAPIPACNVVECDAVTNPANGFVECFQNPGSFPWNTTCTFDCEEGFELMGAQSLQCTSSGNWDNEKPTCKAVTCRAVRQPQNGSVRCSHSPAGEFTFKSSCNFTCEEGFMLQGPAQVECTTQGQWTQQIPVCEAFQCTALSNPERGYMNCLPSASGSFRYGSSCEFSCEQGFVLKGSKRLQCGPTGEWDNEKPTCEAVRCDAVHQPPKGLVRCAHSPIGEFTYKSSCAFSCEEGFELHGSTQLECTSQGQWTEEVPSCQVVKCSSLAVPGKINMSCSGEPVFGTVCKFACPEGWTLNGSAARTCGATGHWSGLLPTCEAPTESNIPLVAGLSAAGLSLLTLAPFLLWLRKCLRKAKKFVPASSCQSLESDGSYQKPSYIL
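Test system – human umbilical vein endothelial cells (HUVEC), E-selectin induction · Input – 3,000 HUVEC seeded per well · Buffer or medium – EGM-2, gelatin · Compound dosing – single-point compound dose · Detection – immunofluorescence imaging · Measure – percent E-selectin-positive cells · Controls – TNF-alpha high, DMSO low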
An asterisk follows results filed as active; · = no result given.

SMILES	Xi reactivation	ERAP1 inh	RAD54 inh	S100A4 MyoIIA	esBAF inh	ERp5 block	RAD52 inh	E-selectin induc
Cc1cccc(N2CCN(C(=O)CN(C)S(=O)(=O)c3ccc4c(c3)CCC(=O)N4)CC2)c1C	-0.1	-7	-7	-3	1	-9	-14	-0.2
COc1ccc(OC)c(C(=O)COC(=O)C(CCSC)NC(=O)COc2ccccc2)c1 (stereo unspecified)	-0.1	6	·	-2	·	-6	-18	0.1
Cn1c(=O)c2c(c3ccccc31)OC(C)(C)C=C2	·	1	·	-8	·	4	-4	·
O=C(COC(=O)/C=C/c1ccc(S(=O)(=O)N2CCOCC2)cc1)NCc1ccccc1	0.0	0	-2	-1	-5	2	6	3.8
O=Cc1c(Nc2cccc(C(F)(F)F)c2)nc2ccccn2c1=O	0.7	1	3	-5	2	2	-8	·
Cc1cnc(C2OCCO2)c2cccc([N+](=O)[O-])c12	0.0	-4	-14	-2	-7	4	-9	·
CCCN(CC(=O)Nc1ccccc1OC)C(=O)C1CCCC1	0.0	-4	-11	-10	-3	-6	-8	-0.3
C[C@@H]1CCCCO[C@H](CN(C)S(=O)(=O)c2ccc(Cl)cc2)[C@H](C)CN([C@@H](C)CO)C(=O)c2cc(NC(=O)Nc3ccc(F)cc3)ccc2O1	0.0	-1	3	-3	2	-2	11	·
O=C(Nc1ccncc1)C1CC(=O)N(c2ccc(F)cc2)C1 (stereo unspecified)	0.0	-5	-11	-1	-2	1	-11	·
O=C(CCCSc1nnc(Nc2ccccc2F)s1)N1CCOCC1	0.0	-10	8	-1	6	-1	-19	-0.3
COc1ccc(S(=O)(=O)Nc2cccc3c2O[C@H](CN(C)Cc2ccc(-c4ccccc4)cc2)[C@@H](C)CN([C@@H](C)CO)C3=O)cc1	1.4	0	0	8	-1	-1	19	1.2
O=C(NCC[C@H]1CC[C@H](NC(=O)c2ccccc2F)[C@H](CO)O1)c1cnccn1	0.4	3	1	-3	-3	3	-9	-0.1
CN(C)/C=C1/C=C(c2ccccc2)OC1=O	·	0	-18	-9	11	-1	-22	·
CCn1c(CN2CCOCC2)nnc1SCC(=O)Nc1ccccc1Cl	0.0	0	-4	1	-3	1	-23	0.0
O=C(N/N=C\c1cccnc1)c1ccc(Cl)s1	0.0	1	-11	0	0	5	-1	0.0
COc1cccc(NC(=O)N(C)C[C@H]2Oc3cc(-c4ccccc4F)ccc3S(=O)(=O)N([C@H](C)CO)C[C@@H]2C)c1	-0.4	2	-2	-7	4	0	14	-0.2
O=C(O)CNC(=O)c1ccc(Sc2ccccc2)c([N+](=O)[O-])c1	0.4	9	·	0	·	-3	-9	2.7
COC(=O)Nc1ccc(S(=O)(=O)N2CCC(C(=O)N(C)C3CCCCC3)CC2)cc1	0.0	5	9	2	6	3	-2	0.4
COc1ccc(NC(=O)CN(C)C(=O)c2c(-c3ccccc3Cl)noc2C)cc1	-0.1	-3	·	2	1	3	-1	-1.6
COc1ccc(/C(C)=N/Nc2ccc(F)cc2F)c(O)c1	0.0	2	-5	3	27	1	-9	1.3
COc1cc(C(=O)NCCCN2CCCC2=O)cc(Br)c1OCc1ccccc1	0.0	2	-5	-1	0	-2	-5	·
CC(Sc1ccccc1)C(=O)N/N=C/c1cccnc1 (stereo unspecified)	0.3	3	-8	-11	1	4	-1	-1.7
O=C(c1ccccc1)N1CC(=O)N2[C@H](CO)[C@@H](c3ccc(C4=CCCC4)cc3)[C@@H]2C1	0.0	1	·	6	·	1	·	0.2
CCN(CC)S(=O)(=O)c1cc(NC(=O)NCCCl)ccc1C	-0.2	·	·	-4	-6	-3	-3	1.6
CC1CCCC(NC(=O)c2ccc3c(SCC(=O)O)c4c(nc3c2)CCC4)C1C (stereo unspecified)	0.0	·	-12	-2	-10	-1	-4	-0.2
COC(=O)[C@]12CCCCC=C1N(Cc1ccc3c(c1)OCO3)C(=O)[C@H](CC(=O)NCc1ccc(C)o1)C2	0.5	·	·	-1	·	0	-19	-0.2
COC(=O)c1c(-c2ccc(S(C)(=O)=O)cc2)sc2ccc(OC)cc12	0.0	-3	-5	0	59*	-1	-10	-0.3
Nc1nnc(SCC(=O)OCC(=O)Nc2ccc(Br)cc2F)s1	0.0	-4	·	1	·	-3	-7	·
O=C(C1=NN(c2ccccc2)C(=O)CC1)N1CCc2ccccc2C1	0.2	1	2	-13	-5	-4	-27	·
COc1ccc(C(NC(=O)c2ccco2)c2ccc(OC)c(OC)c2)cc1OC	·	-2	-3	-15	-9	1	2	·
C[C@@H]1CN([C@H](C)CO)C(=O)Cc2cc(NS(=O)(=O)c3ccc(Cl)cc3)ccc2O[C@H]1CN(C)CC1CC1	-0.4	0	2	-27	2	-2	10	0.3
COc1ccc(-c2csc(NC(=O)C3CC(=O)N(Cc4ccco4)C3)n2)cc1 (stereo unspecified)	0.0	-6	·	-3	·	-20	-20	-0.7
O=C(Nc1nnc(C2CC2)o1)c1ccc(S(=O)(=O)N2CCCCC2)cc1	-0.1	3	-7	-6	-11	3	-2	-0.5
O=C(Nc1ccc(Cl)c(S(=O)(=O)N2CCCC2)c1)c1cc(=O)[nH]c2ccccc12	0.0	-1	-1	1	11	1	-9	-0.6
CNc1cncc(-c2ccc(CN(C)C)cc2)n1	0.1	11	-4	-4	9	0	-3	-4.3
CCOc1cc(NC(=O)C(C)C)c(OCC)cc1NC(=O)Nc1ccccc1	0.0	1	-4	0	4	2	-9	·
C[C@@H]1CCCCO[C@H](CN(C)C(=O)CCC(F)(F)F)[C@@H](C)CN([C@H](C)CO)C(=O)c2cc(NC(=O)CCCCCC(=O)Nc3ccccc3N)ccc2O1	0.1	·	-12	·	0	·	·	-0.2
CCN1[C@H](C(=O)NCc2ccncn2)[C@@H](CO)[C@@H]2Cn3c(ccc(-c4ccc(F)cc4)c3=O)[C@@H]21	0.4	1	-8	-4	0	3	-16	1.1
C/C(N)=C(/C#N)C(=O)COC(=O)CNS(=O)(=O)c1ccc(F)c(F)c1F	0.2	-1	8	8	-2	1	-13	0.3
CCN(C[C@@H]1[C@@H](c2ccccc2)[C@H](CO)N1S(C)(=O)=O)C(=O)C1CCCC1	0.2	2	-1	-4	-5	15	-7	-0.3
COc1ccc(-c2cc3c(=O)n(CC(=O)N4CCN(C)CC4)ncn3n2)cc1	0.0	3	0	0	3	3	-2	-2.1
COc1ccccc1N1CCN(C(=O)c2cc3cc(F)ccc3[nH]2)CC1	0.0	3	-4	0	8	-3	5	0.0
O=C(CSc1nnc2ccccn12)NCCc1ccc(Cl)cc1	0.1	2	-1	7	-1	2	-13	3.2
CC(C)C(=O)N1CCCC1(C)C(=O)Nc1ccc(-n2cccc2)cc1 (stereo unspecified)	-0.1	-2	-4	-16	10	-7	-6	1.4
Cc1ccc(Cc2c(-c3ccc(C)cc3)nc3ccc(Cl)cn23)cc1	0.5	3	-2	-9	7	-4	-55	0.1
Cc1oc(-c2ccc(Cl)cc2)nc1CS(=O)CC(=O)NC1CCCCC1 (stereo unspecified)	0.0	-1	-4	-5	4	0	-24	·
CCOC(=O)Cc1ncccc1C(=O)Nc1ccc(Oc2ccccc2)cc1	0.0	5	·	-3	·	-1	-16	-0.1
COc1cccc(NC(=O)N(C)C[C@@H]2Oc3cc(C#Cc4ccncc4)ccc3S(=O)(=O)N([C@H](C)CO)C[C@@H]2C)c1	-0.3	-1	1	-22	12	-4	2	-0.2
O=C(NC1CCCC1)[C@@H]1[C@@H](CO)[C@@H]2Cn3c(cccc3=O)[C@H]1N2Cc1cc(F)ccc1F	0.6	2	-3	3	0	-3	-4	-0.2
N=c1c(C(=O)NCCc2ccccc2)cc2c(=O)n3ccccc3nc2n1CCCN1CCOCC1	0.1	-63	28	-5	-5	-1	45	0.2

Reformatted: 12 of the compounds above
Results follow in this order: Xi reactivation	ERAP1 inh	RAD54 inh	S100A4 MyoIIA	esBAF inh	ERp5 block	RAD52 inh	E-selectin induc
CCOc1cc(NC(=O)C(C)C)c(OCC)cc1NC(=O)Nc1ccccc1
 : 0.0	1	-4	0	4	2	-9	·
C[C@@H]1CCCCO[C@H](CN(C)C(=O)CCC(F)(F)F)[C@@H](C)CN([C@H](C)CO)C(=O)c2cc(NC(=O)CCCCCC(=O)Nc3ccccc3N)ccc2O1
 : 0.1	·	-12	·	0	·	·	-0.2
CCN1[C@H](C(=O)NCc2ccncn2)[C@@H](CO)[C@@H]2Cn3c(ccc(-c4ccc(F)cc4)c3=O)[C@@H]21
 : 0.4	1	-8	-4	0	3	-16	1.1
C/C(N)=C(/C#N)C(=O)COC(=O)CNS(=O)(=O)c1ccc(F)c(F)c1F
 : 0.2	-1	8	8	-2	1	-13	0.3
CCN(C[C@@H]1[C@@H](c2ccccc2)[C@H](CO)N1S(C)(=O)=O)C(=O)C1CCCC1
 : 0.2	2	-1	-4	-5	15	-7	-0.3
COc1ccc(-c2cc3c(=O)n(CC(=O)N4CCN(C)CC4)ncn3n2)cc1
 : 0.0	3	0	0	3	3	-2	-2.1
COc1ccccc1N1CCN(C(=O)c2cc3cc(F)ccc3[nH]2)CC1
 : 0.0	3	-4	0	8	-3	5	0.0
O=C(CSc1nnc2ccccn12)NCCc1ccc(Cl)cc1
 : 0.1	2	-1	7	-1	2	-13	3.2
CC(C)C(=O)N1CCCC1(C)C(=O)Nc1ccc(-n2cccc2)cc1 (stereo unspecified)
 : -0.1	-2	-4	-16	10	-7	-6	1.4
Cc1ccc(Cc2c(-c3ccc(C)cc3)nc3ccc(Cl)cn23)cc1
 : 0.5	3	-2	-9	7	-4	-55	0.1
Cc1oc(-c2ccc(Cl)cc2)nc1CS(=O)CC(=O)NC1CCCCC1 (stereo unspecified)
 : 0.0	-1	-4	-5	4	0	-24	·
CCOC(=O)Cc1ncccc1C(=O)Nc1ccc(Oc2ccccc2)cc1
 : 0.0	5	·	-3	·	-1	-16	-0.1

Remaining list, next part
SMILES	Xi reactivation	ERAP1 inh	RAD54 inh	S100A4 MyoIIA	esBAF inh	ERp5 block	RAD52 inh	E-selectin induc
CC1CCN(C(=O)CN2C(=O)NC3(CCCCCC3)C2=O)CC1	0.0	-4	0	-2	12	-2	-10	0.4
OCC[C@@H]1C[C@@H](O)[C@H](O)[C@@]2(Cc3ccccc3CCO2)O1	0.0	1	-12	6	9	5	-19	-0.2
N#CCC(=O)Nc1ccc(C(=O)NNC(=O)c2ccccc2-n2cccc2)cc1	0.4	-3	-9	-5	-4	4	-39	1.7
C[C@H]1CN([C@@H](C)CO)C(=O)c2cc(C3=CCCCC3)cnc2O[C@H]1CN(C)Cc1cccc(F)c1	0.3	-3	-9	-11	-3	-8	6	0.6
CSc1ncccc1C(=O)N1CCN(S(=O)(=O)c2ccc3c(c2)OCCO3)CC1	0.1	3	-13	-9	-3	-10	-15	-0.5
C[C@H]1CN([C@@H](C)CO)C(=O)Cc2cc(NC(=O)C3CCCCC3)ccc2O[C@H]1CN(C)S(=O)(=O)c1ccccc1	0.0	0	-5	-20	-1	-6	-1	-0.3
COc1ccc(NC(=O)c2sc3nc(N4CCOCC4)c4c(c3c2N)CC(C)(C)OC4)c(OC)c1	0.0	0	-15	4	-9	0	-7	·
NCC[C@H]1CC[C@H](NS(=O)(=O)Cc2ccccc2)[C@H](CO)O1	0.2	0	-9	3	3	0	-12	0.5
COc1ccc2ccccc2c1C1CC(=O)N2CN(C3CCCCC3)CSC2=C1C#N (stereo unspecified)	0.1	-17	-2	-1	1	9	-15	-0.2

High-throughput results: PubChem, Broad Institute

Rows were taken by chance, and some 2.5% of all compounds hit somewhere here.
